# Assay outcomes as filed in PubChem.
# MITF primary: MITF inhibitors, primary screen, biochemical, AlphaScreen, human. Microphthalmia-associated transcription factor (Homo sapiens), O75030. AlphaScreen MITF homodimerization, bead proximity signal. inhibition, % at 2.6 µM. 0.91% of 650,000 active. AID 1259374, 2018; in the data active = inhibition above about 50%;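 note: 0% = vehicle wells with protein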
# Target sequence (O75030 whole entry, looked up): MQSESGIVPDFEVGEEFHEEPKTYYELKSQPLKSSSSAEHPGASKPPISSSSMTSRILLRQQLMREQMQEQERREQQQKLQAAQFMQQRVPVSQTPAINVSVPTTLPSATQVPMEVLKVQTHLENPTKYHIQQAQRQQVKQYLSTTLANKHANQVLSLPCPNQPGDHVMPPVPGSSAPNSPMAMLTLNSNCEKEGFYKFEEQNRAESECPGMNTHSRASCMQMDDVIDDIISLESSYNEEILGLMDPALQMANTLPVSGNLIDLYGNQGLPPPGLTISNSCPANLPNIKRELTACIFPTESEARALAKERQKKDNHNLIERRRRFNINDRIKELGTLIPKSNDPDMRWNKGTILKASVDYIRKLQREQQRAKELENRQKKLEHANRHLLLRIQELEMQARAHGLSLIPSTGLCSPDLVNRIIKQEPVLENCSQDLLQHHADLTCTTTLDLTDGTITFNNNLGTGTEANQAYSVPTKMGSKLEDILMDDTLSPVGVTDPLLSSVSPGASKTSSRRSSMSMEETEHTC
# TEAD-YAP inh: TEAD-YAP interaction inhibition, primary screen, TEAD-YAP interaction inhibitor project, luminescence, HEK-TIYL cells. TEAD-Gal4/YAP UAS-luciferase luminescence. inhibition, % at 9.12 µM. 1.4% of 640,000 active; in the data active = inhibition above about 32%;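 note: 0% = median of test compound wells and 100% = reference inhibitor wells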
# GPR151 activ: activators of human GPR151, primary screen, cell-based, PathHunter beta-arrestin, luminescence | PathHunter beta-arrestin GPR151 cells | G-protein coupled receptor 151 (Homo sapiens), Q8TDV0 | activation, % at 11.2 µM | 1% of 650,000 active; in the data active = activation above about 4.9%;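 note: 0% = median of compound wells and 100% = cells with positive control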
# Target sequence (Q8TDV0 whole entry, looked up): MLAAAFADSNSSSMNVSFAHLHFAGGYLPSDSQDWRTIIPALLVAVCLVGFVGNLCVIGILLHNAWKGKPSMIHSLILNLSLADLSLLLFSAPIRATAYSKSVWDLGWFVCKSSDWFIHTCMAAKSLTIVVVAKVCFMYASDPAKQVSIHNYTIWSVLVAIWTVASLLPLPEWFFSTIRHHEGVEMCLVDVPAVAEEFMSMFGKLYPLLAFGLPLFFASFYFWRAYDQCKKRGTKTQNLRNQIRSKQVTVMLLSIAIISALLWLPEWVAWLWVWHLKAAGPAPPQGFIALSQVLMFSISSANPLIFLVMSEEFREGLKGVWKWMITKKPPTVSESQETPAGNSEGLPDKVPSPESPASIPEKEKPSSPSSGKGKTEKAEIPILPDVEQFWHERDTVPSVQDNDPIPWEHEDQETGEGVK
# FBW7 act: FBW7 E3 ligase activators, primary screen, biochemical, AlphaScreen, human | F-box/WD repeat-containing protein 7 (Homo sapiens), Q969H0 | AlphaScreen FBW7–phospho-cyclin E peptide binding, activator screen | normalized activity (activation), % at 26.1 µM | 0.13% of 650,000 active | AID 1259310, 2017; in the data active = normalized activity above about 1.9%;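 note: purified mutant Fbw7 with reduced substrate affinity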
# * hit, by the source's call; . = not tested or not shown; & = joins results of further samples; ! = not confirmed by another sample.
# The opening 6 records as a preview:
SMILES,MITF primary,TEAD-YAP inh,GPR151 activ,FBW7 act
COc1cccc(-n2c(/C=C/c3ccccc3)nc3ccccc3c2=O)c1,0,5,1.3,0.0
Cc1ccc(C2(O)CN3CCC2CC3)c(C)c1 (stereo not given),17,-2,-0.5,0.1
CCOc1cc(/C=C/[N+](=O)[O-])ccc1O,5,13,-0.5,-0.2
O=C(CBr)OC(NS(=O)(=O)c1ccccc1)C(Cl)(Cl)Cl (stereo not given),-10,4,1.4,-0.2
OCCN1CCN(Cc2cccc(Cl)c2Cl)CC1,65*,-7,-1.2,-0.1
O=C(COc1ccccc1)N1CCN(C2CCN(Cc3ccccc3)CC2)CC1,32,7,0.5,-0.1

# This part in full, previewed entries included:
SMILES,MITF primary,TEAD-YAP inh,GPR151 activ,FBW7 act
COc1cccc(-n2c(/C=C/c3ccccc3)nc3ccccc3c2=O)c1,0,5,1.3,0.0
Cc1ccc(C2(O)CN3CCC2CC3)c(C)c1 (stereo not given),17,-2,-0.5,0.1
CCOc1cc(/C=C/[N+](=O)[O-])ccc1O,5,13,-0.5,-0.2
O=C(CBr)OC(NS(=O)(=O)c1ccccc1)C(Cl)(Cl)Cl (stereo not given),-10,4,1.4,-0.2
OCCN1CCN(Cc2cccc(Cl)c2Cl)CC1,65*,-7,-1.2,-0.1
O=C(COc1ccccc1)N1CCN(C2CCN(Cc3ccccc3)CC2)CC1,32,7,0.5,-0.1
COc1ccc(Oc2c(C)oc3cc(OC(=O)N(C)C)ccc3c2=O)cc1,0,9,1.5,0.1
COc1ccc(OC)c(-n2c(O)c(/C=C3\C=Nc4ccccc43)c(=O)[nH]c2=O)c1,6,12,0.4,0.1
O=C(CC1Oc2ccccc2NC1=O)Nc1ccc(Cl)cc1C(=O)c1ccccc1 (stereo not given),12,-7,0.9,0.0
CN(CC(=O)Nc1ccc(C#N)c(Cl)c1)CC(=O)Nc1ccc(F)c(F)c1F,-1,-4,1.5,0.1
OC1(c2ccc3c(c2)OCO3)CC2CCC(C1)N2 (stereo not given),1,3,0.6,0.2
COc1ccc(-n2c(/C=C/c3cccnc3)nc3ccccc3c2=O)cc1Cl,8,6,-0.9,0.1
COc1ccc2[nH]c(C)c(CCNCc3ccc(C(F)(F)F)cc3)c2c1,29,28,1.3,-0.1
Cc1ccccc1NC(=S)NC(NC(=O)CF)C(Cl)(Cl)Cl (stereo not given),-12,-6,1.9,-0.1
CN(C)c1ccc(CNCCc2ccccc2)cc1,10,-6,2.9,-0.3
Cc1cc(C)[n+]2c(n1)CCN2c1ccccc1,5,-2,-0.5,0.1
c1ccc(C2CN3CCC2CC3)cc1 (stereo not given),3,-1,1.1,0.0
Cc1cccc(N2C(=O)NC(=O)/C(=C\c3cnn(-c4ccccc4)c3)C2=O)c1,-6,-15,-0.9,-0.3
N#Cc1c(/N=C/c2c(O)n(Cc3ccco3)c(=O)[nH]c2=O)sc2c1CCCC2,53*,-7,0.8,-0.9
N=C1C(c2ccccc2)=C(O)CN1Cc1ccccc1,23,-11,-0.8,0.6
CC1N=C(c2ccccc2Cl)c2cc(Br)ccc2NC1=O (stereo not given),6,22,0.6,0.2
COc1cccc(CN2CCN(C(=O)Cc3cccnc3)[C@@H](C)C2)c1,18,-5,-0.1,0.3
OC12CC(C3COC1O3)n1c(nc3ccccc31)N2 (stereo not given),18,7,1.9,0.3
c1cncc(CNCCc2ccc3c(c2)OCO3)c1,41,-3,-1.0,0.0
CCN1C(=O)c2ccccc2Sc2ccc(C(=O)N3CCC4(CC3)OCCO4)cc21,4,3,3.8,0.1
COc1ccccc1CN1CCN(c2ccc([N+](=O)[O-])cc2)CC1,-15,1,0.9,-0.1
Oc1ccc(CN2CCN(c3ccccc3Cl)CC2)cc1,28,9,-0.9,-0.2
CN1C2CCC1CC(OC(=O)/C=C/c1ccccc1)C2 (stereo not given),13,7,-1.0,0.2
COc1cc(CNCCc2c[nH]c3ccccc23)cc(OC)c1OC,43,5,1.0,0.1
O=C(O)Cc1nonc1[N+](=O)[O-],15,12,0.7,0.1
Oc1cccc2cccnc12,47,8,-0.9,-0.2
C[C@@H]1O[C@H](C[N+](C)(C)C)C[C@H]1O,-1&-8,5&-2,5.9*!,-0.1&-0.1
CCOc1cccc(N2C(=O)CC(=O)NC2=S)c1,-2,-2,-0.6,-0.1
O=c1c2ccccc2nc(/C=C/c2cccc([N+](=O)[O-])c2)n1-c1ccccc1F,17,10,-0.8,-0.1
CN(C)CC(=O)OC1N=C(c2ccccc2Cl)c2cc(Br)ccc2NC1=O (stereo not given),-4,0,-1.7,-0.2
c1ccc(C2=NN(c3ccccc3)N(c3ccccc3)N2)cc1,-9,76*,3.6,0.1
O=C(c1ccc(Cl)cc1)N1c2ccccc2-n2ccnc2P1(=S)N1CCOCC1 (stereo not given),10,1,-0.1,0.5
O=C(Cn1ncc2c(=O)oc3ccccc3c21)N1CCC2(CC1)OCCO2,-13,-1,1.1,0.1
CC(C)CN1CCN(Cc2ccccc2OC(F)F)CC1CCO (stereo not given),12,5,0.4,0.0
C=CCOC(=O)C1=C(C)OC(N)=C(C(=O)OCCOC)C12C(=O)Nc1ccccc12 (stereo not given),-2,7,-0.7,-0.1
COc1nc(NCc2ccco2)nc(N2CC3CC(C2)c2cccc(=O)n2C3)n1 (stereo not given),-10,-8,-1.0,-0.1
CC(c1ccc(F)cc1)n1cc(C(=O)NCc2ccc3c(c2)OCO3)nn1 (stereo not given),9,3,-0.8,0.2
COC(=O)c1ccc(NC(=O)c2cccn(Cc3ccc(C)cc3)c2=O)cc1,-6,5,-2.9,0.0
CC(C)C(C(=O)O)c1ccc(Cl)cc1 (stereo not given),-3,3,-2.0,0.1
Fc1cccc(F)c1CN1CCN(c2ccccc2)CC1,56*,6,-1.0,0.0
CC(c1nnnn1C(C)(C)C)N1CCN(C)CC1 (stereo not given),1,0,-0.7,-0.3
CCN1C(=O)NC(=O)/C(=C\c2cn(CC(=O)N3CCCC3)c3ccccc23)C1=O,24,3,0.1,0.1
COc1ccc(S(=O)(=O)NCc2ccc(C(=O)N3CCC4(CC3)OCCO4)cc2)cc1,-3,2,-0.2,-0.1
Nn1ccnc1SCc1nc2ccccc2c(=O)n1-c1ccccc1Cl,-5,-4,-0.3,0.0
Cc1ccc(CNc2cnn(C34CC5CC(CC(C5)C3C(=O)O)C4)c(=O)c2Cl)cc1 (stereo not given),-1,5,-0.4,-0.1
N=c1n(CCO)c2ccccc2n1Cc1ccccc1,-2,4,-1.1,-0.1
Cc1[nH]cnc1CN1CCCC(C(=O)c2ccc(C(F)(F)F)cc2)C1 (stereo not given),-3,23,-1.4,0.6
CCOC(=O)C1(c2ccccc2)CCN(CCC(=O)Nc2ccccc2)CC1,11,6,-0.3,0.0
N=C1c2ccccc2CN1NC(=O)c1ccc(F)cc1,-13,-1,0.1,-0.2
COc1ccccc1-n1c(=S)[nH]c2ccccc2c1=O,5,-6,0.2,0.0
O=C(CN1C(=O)CN=C(c2ccccc2)c2ccccc21)NCc1cccc(Cl)c1,-12,8,0.6,-0.1
COCCn1c(C)cc(/C=C2\C(=O)NC(=S)N(c3cc(C)cc(C)c3)C2=O)c1C,-2,-2,-1.1,-0.3
COc1cccc(NC2=NC(C)(C)CS2)c1,1,-32,3.1,-0.1
C=CCNC(=O)c1cn(Cc2ccccc2)cc(C(=O)N2CCCCC2C)c1=O (stereo not given),-5,-5,-0.6,0.5
Cc1c(Br)c([N+](=O)[O-])nn1CC(=O)Nc1ccc(Cl)cc1C(=O)c1ccccc1,2,-8,0.6,-0.3

# Entries of single compounds, quoted from the list. Order of screens: MITF primary	TEAD-YAP inh	GPR151 activ	FBW7 act
# Record of COc1ccc(S(=O)(=O)NCc2ccc(C(=O)N3CCC4(CC3)OCCO4)cc2)cc1 : -3	2	-0.2	-0.1
# Record of COc1cccc(NC2=NC(C)(C)CS2)c1 : 1	-32	3.1	-0.1
# Record of Fc1cccc(F)c1CN1CCN(c2ccccc2)CC1 : 56*	6	-1.0	0.0

# (more compounds)
SMILES,MITF primary,TEAD-YAP inh,GPR151 activ,FBW7 act
COc1ccc2c(c[n+](C)c3c4cc5c(cc4ccc23)OCO5)c1OC,1&16,-20&4,2.3&-2.4,-0.1&0.2
O=C(c1ccoc1)N1CCC2(CC1)OCc1ccccc1O2,9,11,0.6,0.1
Nc1nonc1-c1nonc1N,13,6,0.3,0.5
Cc1ccc2c(c1)C1CN(C)CCC1N2C(=S)NC1CCCCC1 (stereo not given),-16,4,0.7,0.1
Cc1ccc(C)c(NP(=O)(OCC(F)(F)F)OCC(F)(F)F)c1,23,7,0.5,1.7
COC(=O)C(O)(c1cc(C)c(O)c(C)c1)C(F)(F)F (stereo not given),9,4,1.5,0.0
Nc1ccc(F)cc1C(=O)c1ccccc1,-6,-3,0.2,-0.2
COc1ccccc1N1CCN(C2CCCN(C(=O)Cc3cn4ccsc4n3)C2)CC1 (stereo not given),11,3,1.1,0.0
Cc1ccc(Nc2cnn(C34CC5CC(CC(C5)C3C(=O)O)C4)c(=O)c2Cl)cc1 (stereo not given),-13,-1,-0.9,0.0
CCC(C)NC(=O)CCc1nc(C2=CCN(C)CC2)no1 (stereo not given),42,3,-0.3,1.8
Cc1ccccc1N1C(=O)CC(=O)N(c2ccccc2C)C1=O,10,-9,0.2,0.0
CC(=O)n1cc(C=C2C(=O)NC(=O)NC2=O)c2ccccc21,-23,13,0.6,-0.7
CN1CCN(Cc2cccc(F)c2F)CC1CCO (stereo not given),6,-5,0.0,-0.1
CC(C)n1[nH]c(=O)c2c1NC(=O)CSC2c1ccc(F)cc1 (stereo not given),11,4,1.3,0.0
COc1cccc(CNCCc2ccc3c(c2)OCO3)c1OC,8,-4,-1.9,0.1
CCOc1ccc2ccccc2c1/C=C1/C(O)C2CCN1CC2 (stereo not given),-11,0,-1.9,0.0
CCN1CCN(Cc2ccc(NC(=O)CCc3nc(C4=CCN(C)CC4)no3)cc2)CC1,59*,5,0.4,3.9*
CCOc1ccc(NC(=O)CN2C(=O)CN=C(c3ccccc3)c3ccccc32)cc1,-3,10,0.7,0.0
COC(=O)NC/C=C\c1nc(CC/C=C\C(=O)O[C@H]2CC3CC(=O)O[C@@H](/C=C/CC(C)C)C[C@@H]4CC[C@H](C)[C@@H](C[C@@H](OC)C[C@H](C2)O3)O4)co1,-4,.,-1.5,0.3
CCN1CCN(c2ccc(N)c(C)c2)CC1,10,6,1.7,-0.3
CCCC(=O)c1cc(F)c(N2CCNCC2)cc1C,-1,-3,0.3,0.0
CN(C)c1ccc(/C=C/[N+](=O)[O-])cc1Br,-9,14,-1.6,-0.1
Oc1ccc2c3c1O[C@H]1c4oc5ccccc5c4C[C@@]4(O)C(C2)N(CC2CC2)CC[C@]314,0,.,2.7,-0.1
Cc1cccc(Nc2cnn(C34CC5CC(CC(C5)C3C(=O)O)C4)c(=O)c2Cl)c1 (stereo not given),-3,0,0.4,-0.1
O=C(Nc1ccc(Br)cc1C(=O)c1ccccc1Cl)c1ccc(N2C(=O)CCC2=O)cc1,23,11,2.4,0.2
Cc1ccc(C2NC(=S)NC(c3ccc(C)cc3)C23C(=O)NC(=O)NC3=O)cc1 (stereo not given),1,-2,1.0,0.0
O=C(Nc1ccccc1F)N(Cc1ccco1)C1CCN(Cc2ccccc2)CC1,-2,-5,0.7,0.0
CC(C)C(=O)OC1N=C(c2ccccc2Cl)c2cc(Br)ccc2NC1=O (stereo not given),13,10,-0.5,0.1
Cc1cccc(CN2CCCC(C(=O)c3cccc(Cl)c3)C2)n1 (stereo not given),6,1,0.5,0.2
CCOc1ccccc1N1CCN(Cc2ccccc2)CC1,25,5,-1.6,0.0
CC(NCCc1ccccc1)c1nc2ccccc2c(=O)[nH]1 (stereo not given),2,-25,-0.6,0.0
O=C(/C=C/c1ccc(Cl)cc1)N[C@@]12CCC(=O)[C@@H]3Oc4c(O)ccc5c4[C@@]31CCN(CC1CC1)C2C5,13,.,3.2,-0.1
O=c1cccc2n1CC1CC2CN(C(=S)Nc2ccc(OC(F)F)cc2)C1 (stereo not given),-8,-2,-0.6,0.7
CCN1c2ncccc2C(=O)NC12CCNCC2,-6,10,2.6,0.1

# Retrieved one by one from the entries so far, five records:
SMILES,MITF primary,TEAD-YAP inh,GPR151 activ,FBW7 act
Cc1cccc(CN2CCCC(C(=O)c3cccc(Cl)c3)C2)n1 (stereo not given),6,1,0.5,0.2
CCOc1ccccc1N1CCN(Cc2ccccc2)CC1,25,5,-1.6,0.0
O=C(/C=C/c1ccc(Cl)cc1)N[C@@]12CCC(=O)[C@@H]3Oc4c(O)ccc5c4[C@@]31CCN(CC1CC1)C2C5,13,.,3.2,-0.1
CCCC(=O)c1cc(F)c(N2CCNCC2)cc1C,-1,-3,0.3,0.0
O=C(Nc1ccc(Br)cc1C(=O)c1ccccc1Cl)c1ccc(N2C(=O)CCC2=O)cc1,23,11,2.4,0.2

# Some of the compounds tested; the hit share may differ from the screen's.
